HSP90 inh: inhibitors of HSP90 luciferase refolding in rabbit reticulocyte lysate; luciferase refolding luminescence, 3 h; inhibition, % at 5.6 µM; 290,000 tested, 0.91% active; AID 1789;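 active = inhibition above the screen-wide mean plus 3 SD, computed separately per campaign, cut at about 16% in these data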;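 note: 0% = DMSO wells and 100% = 60 µM geldanamycin wells; inhibitors lower the luminescence because luciferase stays unfolded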
IEC-6 cytotox: counter-screen for KLF5 inhibitors: cytotoxicity in IEC-6 cells; inhibition, % at 5 µM; 290,000 tested, 0.78% active; IEC-6 cytotoxicity, luminescence viability; AID 1825; in the data active = inhibition above about 22%;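 note: 0% = plate median of test compound wells and 100% = cytotoxic reference compound wells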
GSK3B inh: inhibitors of human GSK3beta kinase. P49841. GST-GSK3beta kinase, ADP-Glo luminescence, 60 min; stronger effect = lower value. activity score (negative = inhibition), % at 10 µM. 300,000 tested, 0.038% active. AID 2097;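 active = more than half of replicate wells score below -50%, meaning over 50% inhibition versus plate controls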;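 note: 0% = median DMSO wells and -100% = median GW8510 positive control wells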
Target sequence (P49841 whole entry, looked up): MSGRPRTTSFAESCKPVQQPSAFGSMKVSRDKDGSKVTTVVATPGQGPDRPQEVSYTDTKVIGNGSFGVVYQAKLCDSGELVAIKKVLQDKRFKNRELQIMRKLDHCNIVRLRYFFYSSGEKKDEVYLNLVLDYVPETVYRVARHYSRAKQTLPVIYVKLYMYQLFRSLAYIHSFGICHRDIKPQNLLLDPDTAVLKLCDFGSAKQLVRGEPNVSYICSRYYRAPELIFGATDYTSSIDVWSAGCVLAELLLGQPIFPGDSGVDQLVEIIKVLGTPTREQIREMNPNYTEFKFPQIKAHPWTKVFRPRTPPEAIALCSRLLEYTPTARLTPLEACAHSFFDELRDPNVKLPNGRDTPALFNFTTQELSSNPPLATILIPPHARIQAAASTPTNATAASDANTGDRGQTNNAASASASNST
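Test system: GST-tagged human GSK3beta kinase, cell-free; evaluation: activity score scaled between in-plate DMSO and GW8510 controls; measured by: ADP-Glo luminescence; incubation: 60 min reaction, RT; benchmarks: DMSO and 20 µM GW8510; reagent: peptide substrate plus 25 µM ATP (final); medium: Tris/MgCl2 kinase buffer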
HSF1 activator: increases HSF-1 driven luciferase reporter signal | NIH3T3-HGL HSF-1 luciferase reporter, MG132, 8 h; 100% = twice DMSO control signal | activation, % at 9 µM | 300,000 tested, 1.7% active | AID 504408;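 active = mean replicate activation of at least 50% with a set share of replicates each reaching 50%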;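 note: 0% = median of the neutral control wells and 100% = twice that signal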
HSF1 inhib: HSF1 inhibition. activity change, negative = inhibition, % at 7.5 µM (by protocol). 300,000 tested, 0.77% active. NIH3T3-HGL HSE-luciferase, MG132-induced, luminescence 8 h; stronger effect = lower value;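 active = more than half of replicate wells show activity change below -50%, luminescence cut by over half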;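 note: luciferase reports HSF-1 transcriptional activity via heat shock element; 0% = median of DMSO wells and -100% = zero luminescence signal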
aSyn 5UTR inh: 5' untranslated region of α-synuclein, MLPCN primary screen. alpha-synuclein 5'UTR reporter, inhibitor activity. inhibition, % (tested at 7.5 µM). 300,000 tested, 0.82% active. AID 1813; in the data active = inhibition above about 60%;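 note: H4 neuroglioblastoma cells stably carrying SNCA 5'UTR luciferase fusion; 0% = DMSO wells and 100% = positive control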
AI-2 QS mod: Vibrio harveyi AI-2 quorum sensing modulation; Vibrio harveyi JMH597 AI-2 luminescence/OD600 ratio, 9 h; stronger effect = lower value; strain lacks LuxN and CqsS sensors; 0 = neutral-control median; activity change, % at 7.5 µM; 300,000 tested, 0.4% active; AID 2094; in the data active = activity change below about -75%, passing the limit was not always enough;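 note: luminescence divided by OD600 gain over 9 h not by final OD600 alone; inactives centre near 13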
KLF5 inhibitor: kruppel-like factor 5 inhibition. DLD-1 KLF5 promoter-luciferase reporter, luminescence. inhibition, % at 5 µM. 290,000 tested, 0.23% active. AID 1700;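 active = inhibition above a per-plate limit of that plate's mean compound inhibition plus 3 SD, cut at about 60% in these data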;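 note: 0% = DMSO wells and 100% = LY294002 at 200 µM; higher means less KLF5 promoter-driven luciferase light; inactives centre near -14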
GSK3 alpha inh: blocks human GSK-3 alpha kinase | ADP-Glo luminescence, 60 min | inhibition, % at 10 µM | P49840 | 320,000 tested, 0.1% active;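 in the data active = inhibition above about 50%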;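 note: GST-tagged GSK-3 alpha with peptide substrate and 25 µM ATP; 0% = DMSO neutral wells and 100% = GW8510 positive control wells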
Target sequence (P49840 whole entry, looked up): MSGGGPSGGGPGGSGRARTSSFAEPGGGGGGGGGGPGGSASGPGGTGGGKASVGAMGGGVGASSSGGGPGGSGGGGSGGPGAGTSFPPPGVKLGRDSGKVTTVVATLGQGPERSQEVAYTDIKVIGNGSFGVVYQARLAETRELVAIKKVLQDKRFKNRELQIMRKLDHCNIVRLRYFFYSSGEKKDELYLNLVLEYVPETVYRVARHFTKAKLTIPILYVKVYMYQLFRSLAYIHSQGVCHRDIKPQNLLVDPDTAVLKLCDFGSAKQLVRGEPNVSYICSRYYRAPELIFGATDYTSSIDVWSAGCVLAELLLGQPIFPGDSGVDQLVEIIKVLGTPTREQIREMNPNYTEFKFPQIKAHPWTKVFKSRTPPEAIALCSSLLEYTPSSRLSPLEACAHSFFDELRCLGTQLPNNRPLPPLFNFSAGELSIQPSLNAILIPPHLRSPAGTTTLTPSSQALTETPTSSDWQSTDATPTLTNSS
HIF activator: HIF pathway transcriptional activation; 300,000 tested, 0.32% active; U2OS HRE-luciferase reporter, luminescence; normalized: DMSO 0%, desferrioxamine 100%; activation, % at 7.5 µM (by protocol);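 active = mean activation of at least 10% of the iron chelator positive control signal, with at least half of replicates also reaching 10%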
An asterisk follows results filed as active; x = no result given.

structure	HSP90 inh	IEC-6 cytotox	GSK3B inh	HSF1 activator	HSF1 inhib	aSyn 5UTR inh	AI-2 QS mod	KLF5 inhibitor	GSK3 alpha inh	HIF activator
CCNC(=O)C1CCCN1C(=O)C(CCCN=C(N)N)NC(=O)C(CC(C)C)NC(=O)C(Cc1cn(Cc2ccccc2)cn1)NC(=O)C(Cc1ccc(O)cc1)NC(=O)C(CO)NC(=O)C(Cc1c[nH]c2ccccc12)NC(=O)C(Cc1cnc[nH]1)NC(=O)C1CCC(=O)N1 (stereo unspecified)	-2	-5	4	19	-6	9	-4	-43	-2	-0.3
CN(Cc1ccccc1)C(=O)COC(=O)CNS(=O)(=O)c1ccc2ccccc2c1	x	x	-1	-19	2	5	-4	x	-5	0.1
CCSC1=N/C(=C\c2ccc(C(=O)O)cc2)C(=O)S1	1	2	4	-13	-3	-7	14	-24	2	-1.0
COc1cc(OC)cc(C(=O)N[C@H](C(=O)OCC(=O)Nc2sccc2C#N)C(C)C)c1	-1	2	-2	38	9	5	17	6	-3	0.5
S=c1[nH]nc(C2CCCCC2)o1	0	2	-3	6	-2	1	21	-12	-1	-0.1
CCCCCC1=CCC/C1=N\NC(=O)c1ccc2c(c1)OCO2	0	6	4	45	21	-9	13	-9	0	0.2
Cc1ccc(-n2c(-c3ccccc3)nnc2-c2cccs2)cc1	-3	-8	1	16	-3	21	14	-17	-6	-0.3
Cc1cccc(N2C(=O)CN(Cc3cccs3)C2=S)c1	2	2	-1	-2	-3	15	8	-1	-1	-0.4
c1ccc2c(c1)c1ccccc1n1c(-c3ccc4c(c3)OCO4)nnc21	-5	-2	0	12	-1	-20	26	18	0	-2.5
CCOc1ccccc1C(=O)Nc1nccs1	2	6	-1	5	-8	-4	20	-27	1	0.1
CC(C)(C)NC(=O)CSc1nc2ccccc2c(=O)[nH]1	-5	1	-5	18	9	-41	3	-31	0	1.6
CCN1/C(=C(\O)c2ccccc2)C(=O)c2ccccc2S1(=O)=O	1	7	-2	-78	-70*	-4	22	-5	-7	-0.1
COc1ccc(N(Cc2ccco2)C(=O)c2ccccc2F)cc1OC	4	6	1	0	-2	15	-1	-15	-3	0.2
O=C(Nc1ccc(O)cc1C(=O)O)c1cccs1	-3	-1	-1	-15	1	12	6	-24	-2	-0.1
CC(C)[C@H](NC(=O)c1cccc(S(=O)(=O)N2CCCC2)c1)c1nc2ccccc2[nH]1	-1	-7	1	11	-1	3	27	10	-1	0.5
CCN(CC(=O)Nc1c(F)cccc1F)C(=O)CCCc1c[nH]c2ccccc12	-1	-5	-1	-9	-9	12	17	-43	-2	-0.1
Cn1c(=O)c2c(nc(N3CCOCC3)n2Cc2c(F)cccc2Cl)n(C)c1=O	1	0	0	x	x	19	21	-5	-4	-0.5
CCN1CCC(NC(=O)c2cc(OC)c(OC)cc2OC)CC1	-1	-3	0	14	-1	11	0	-14	-2	0.1
COc1cccc(C(=O)NCCC(=O)NCc2cc(=O)n(C)c(=O)n2C)c1	-5	-14	5	20	2	1	16	-22	-2	0.2
O=C(CN1C(=O)NC2NC(=O)NC21)N/N=C/c1ccccc1F (stereo unspecified)	-6	-7	1	-5	-7	-12	-19	-6	1	0.0
CSCCC(NS(=O)(=O)c1ccc2c(c1)c(=O)n(C)c(=O)n2C)C(=O)NC1CCN(Cc2ccccc2)CC1 (stereo unspecified)	-4	-6	2	8	0	-24	25	-18	-1	-0.1
O=C(CCNC(=O)c1ccccc1)Nc1ccc(F)c(Cl)c1	-4	-2	2	9	0	-1	10	-7	1	0.2
COCCC(=O)N(Cc1ccc2c(c1)OCO2)C(C(=O)NC1CCCCC1)c1ccncc1 (stereo unspecified)	1	4	-2	1	-1	-2	5	11	-3	-0.4
Nc1nonc1-n1nnc(C(=O)N/N=C/c2ccc(OCc3ccccc3)cc2)c1CNc1ccccc1	3	0	-3	30	16	-50	21	-36	-1	2.3
Cc1ccc(S(=O)(=O)N2CC(=O)Nc3ccccc32)cc1	3	-2	3	6	1	23	15	-45	-7	0.3
COc1cccc(NC(=O)NCCCCc2ccccc2)c1	2	-2	5	11	3	-38	-7	-22	0	1.2
COc1ccc(NC(=O)C2CC2)cc1OC1CCCC1	1	3	1	16	-4	12	6	-24	-2	0.4
Cc1cc(C)nc(NS(=O)(=O)c2ccc(NC(=O)CSc3nc(-c4ccccc4)c(C#N)c(=O)[nH]3)cc2)n1	1	3	5	6	-3	3	21	-19	0	0.3
C=CCC1(CC=C)CCCN1Cc1nc(COc2ccccc2)no1	1	-2	0	4	2	13	5	-15	-1	0.1
C=CCOC(=O)C1=C[C@@H](c2csc3ccccc23)C[C@@H](OCc2ccc(CO)cc2)O1	8	2	1	7	12	1	22	-19	-4	0.6

Full records, quoted from the list. Values in the order: HSP90 inh	IEC-6 cytotox	GSK3B inh	HSF1 activator	HSF1 inhib	aSyn 5UTR inh	AI-2 QS mod	KLF5 inhibitor	GSK3 alpha inh	HIF activator
CCN1CCC(NC(=O)c2cc(OC)c(OC)cc2OC)CC1 across the screens: -1	-3	0	14	-1	11	0	-14	-2	0.1
Nc1nonc1-n1nnc(C(=O)N/N=C/c2ccc(OCc3ccccc3)cc2)c1CNc1ccccc1 across the screens: 3	0	-3	30	16	-50	21	-36	-1	2.3

The results go on:
structure	HSP90 inh	IEC-6 cytotox	GSK3B inh	HSF1 activator	HSF1 inhib	aSyn 5UTR inh	AI-2 QS mod	KLF5 inhibitor	GSK3 alpha inh	HIF activator
CCN(CC)C(=O)Oc1ccc(OC(=O)N(CC)CC)cc1	6	1	0	-16	-8	-30	1	-30	1	0.2
O=C(C/C=N\OCc1ccc([N+](=O)[O-])cc1)Nc1ccc(Cl)cc1	0	2	11	2	1	20	5	-7	2	-0.8
COc1cccc(S(=O)(=O)Nc2ccc(C(=O)N3CCOCC3)cc2)c1	3	-2	1	-7	-2	-20	13	-11	-2	-0.2
CCCSc1nn2c(=O)c3ccccc3nc2s1	-2	-1	1	48	29	-25	-5	-168	0	0.5
COc1ccc(-c2nc(CS(=O)CC(=O)NCCCN3CCOCC3)c(C)o2)cc1OC (stereo unspecified)	0	2	-2	18	7	-23	-6	0	-1	0.3
COc1ccc(C)cc1S(=O)(=O)Nc1ccc2c(c1)OCCO2	3	3	-2	-16	-4	4	-7	-41	x	0.5
O=C(NCC1CCNCC1)c1ccncc1	4	6	-4	-4	-3	1	22	8	-3	-0.2
O=C(C1CCN(CC2CC=CCC2)CC1)N(CCc1ccccc1)Cc1ccccc1 (stereo unspecified)	-1	1	-2	-8	-6	-23	14	16	-3	-0.2
Cc1ccc(S(=O)(=O)N2CCCCC2)cc1C(=O)N1CCN(c2ccccn2)CC1	1	1	4	23	-9	-8	2	-5	-2	-0.4
COc1ccc(C)cc1-n1nnnc1SCc1cc(=O)n2cc(C)ccc2n1	1	0	0	7	-4	7	14	-17	0	0.5
CCOc1cc(OCC)cc(C(=O)NCc2ccco2)c1	0	0	1	9	-2	13	15	-40	0	-0.9
Cc1cc2c(c(=O)o1)C(CC(C)C)C(C#N)=C(N)O2 (stereo unspecified)	0	0	0	-15	-6	-12	16	-29	-3	-0.7
CC(C)CNC(=O)c1ccccc1NC(=O)CN(c1ccc2c(c1)OCCO2)S(C)(=O)=O	0	3	1	7	9	-3	15	-2	-2	0.3
O=C(CN1CCOc2ccccc21)N1CCC(Cc2ccccc2)CC1	-3	-6	-5	9	8	-19	20	-7	-2	0.0
COCCn1c(C)cc(/C=C(\C#N)C(=O)OCC(=O)N(C)c2c(N)n(Cc3ccccc3)c(=O)[nH]c2=O)c1C	x	x	-2	-20	3	-5	4	x	1	-0.3
COc1ccc(C(=O)Oc2cccc(/C=N/NC(N)=S)c2)cc1	-2	-1	2	47	23	-26	-54	-26	2	0.6
CCOC(=O)N1CCC(N(C(=O)Nc2cccc(OC)c2)C(C)CC)CC1 (stereo unspecified)	-4	3	6	18	4	-27	12	-16	0	0.6
CCN1CCN(CCNC(=O)c2ccc(/C=C3/Sc4ccccc4N(Cc4cccc(C)c4)C3=O)cc2)CC1	0	7	-1	12	1	-23	-9	-27	1	-0.1
O=C(NNC(=S)NC(=O)c1cccnc1)c1ccc(Cl)cc1	1	2	-1	24	0	-12	-93*	9	-3	-0.3
Cc1ccc(C2CC(=O)N3CN(c4ccc(Br)cc4)CSC3=C2C#N)o1 (stereo unspecified)	0	-15	0	-27	-14	-49	48	-4	2	3.0
CCOc1ccc(N(CC(=O)NC2CCCC(C)C2C)S(=O)(=O)c2c(C)noc2C)cc1 (stereo unspecified)	-2	-1	3	7	4	7	20	-3	6	x
CCCCC(=O)N/N=C(\C)CC(=O)Nc1cc(Cl)ccc1OC	2	10	0	72*	41	18	28	-4	2	1.2
Cc1[nH]c(=O)[nH]c1CN1CCCCC1	2	0	-11	-11	6	-11	10	16	x	0.1
COc1ccccc1C(=O)N1CCN(S(=O)(=O)Cc2ccccc2)CC1	-2	-1	2	-8	-11	7	19	-19	0	-0.4
CCSc1nc2cc(OC)c(OC)cc2c(=O)n1CC	1	-1	1	28	-1	17	9	-18	-1	-0.4

Gathered by group, the entries above containing an NH in an aromatic ring.
structure	HSP90 inh	IEC-6 cytotox	GSK3B inh	HSF1 activator	HSF1 inhib	aSyn 5UTR inh	AI-2 QS mod	KLF5 inhibitor	GSK3 alpha inh	HIF activator
CCNC(=O)C1CCCN1C(=O)C(CCCN=C(N)N)NC(=O)C(CC(C)C)NC(=O)C(Cc1cn(Cc2ccccc2)cn1)NC(=O)C(Cc1ccc(O)cc1)NC(=O)C(CO)NC(=O)C(Cc1c[nH]c2ccccc12)NC(=O)C(Cc1cnc[nH]1)NC(=O)C1CCC(=O)N1 (stereo unspecified)	-2	-5	4	19	-6	9	-4	-43	-2	-0.3
S=c1[nH]nc(C2CCCCC2)o1	0	2	-3	6	-2	1	21	-12	-1	-0.1
CC(C)(C)NC(=O)CSc1nc2ccccc2c(=O)[nH]1	-5	1	-5	18	9	-41	3	-31	0	1.6
CC(C)[C@H](NC(=O)c1cccc(S(=O)(=O)N2CCCC2)c1)c1nc2ccccc2[nH]1	-1	-7	1	11	-1	3	27	10	-1	0.5
CCN(CC(=O)Nc1c(F)cccc1F)C(=O)CCCc1c[nH]c2ccccc12	-1	-5	-1	-9	-9	12	17	-43	-2	-0.1
Cc1cc(C)nc(NS(=O)(=O)c2ccc(NC(=O)CSc3nc(-c4ccccc4)c(C#N)c(=O)[nH]3)cc2)n1	1	3	5	6	-3	3	21	-19	0	0.3
COCCn1c(C)cc(/C=C(\C#N)C(=O)OCC(=O)N(C)c2c(N)n(Cc3ccccc3)c(=O)[nH]c2=O)c1C	x	x	-2	-20	3	-5	4	x	1	-0.3
Cc1[nH]c(=O)[nH]c1CN1CCCCC1	2	0	-11	-11	6	-11	10	16	x	0.1

Screening data from PubChem.
